MCF10A rerep = A quantitative high throughput screen for small molecules that induce DNA re-replication in MCF 10a normal breast cells; MCF 10A DNA re-replication, Hoechst nuclear intensity, 48 h; Potency, µM (top dose mostly 46.1 µM), without a hit: at the top dose activity, positive = re-replication, most hits filed as activators; AID 624296, 2012; 350,000 compounds, 2.9% hits; further: potency means the concentration at half of the fitted maximal effect; % of control where 0% means no effect; nearly all actives have a fitted effect of over 50% in size
HepG2 viability = qHTS for Inhibitors of TGF-b: Cytotox Counterscreen | AID 588856, 2011 | HepG2 CAGA-GFP viability, ATP luminescence, 18 h | Potency, µM (doses to about 46.1 µM), without a hit: at the highest dose activity change, negative = cytotoxicity, usual class: cytotoxic | 410,000 compounds, 0.76% hits; further: potency means the concentration at half of the fitted maximal effect; some results filed as inactive show a strong effect at the top dose
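HepG2 CAGA-GFP cells (1000/well, DMEM with 1% FBS) received compound, then TGF-beta at 500 pg/mL final, and were incubated 18 hours at 37 degrees C. Viability was read by CellTiter-Glo luminescence. Media-only wells were set as complete cell-killing and DMSO as no toxicity.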
HT1080 IDH1KD tx = qHTS for induction of synthetic lethality in tumor cells producing 2HG: qHTS for the HT-1080-IDH1KD cell line; HT-1080 IDH1 knockdown viability, ATP luminescence, 48 h; Potency, µM (doses to about 46.1 µM), inactives show at the top dose activity, negative = toxicity, hits mostly cytotoxic; 360,000 compounds, 2% hits; AID 686971, 2013;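 further: potency means the concentration at half of the fitted maximal effect; 0% = DMSO wells and -100% = cell-free medium wells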
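After a 2 h attachment period, IDH1KD HT-1080 cells took pin-transferred compound for 48 h at 37 °C; ATP-based luminescence after 10 min room-temperature reagent incubation reported viability.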
ATXN2 expr inh = Primary qHTS for Inhibitors of ATXN expression | HEK-293 ATXN2-luciferase reporter, luminescence, 24 h | Potency, µM (doses to about 57 µM), for inactives: at the highest dose activity change, negative = inhibition, most hits filed as inhibitors | 360,000 compounds, 0.72% hits; further: potency means the concentration at half of the fitted maximal effect; on the % scale 0 is the no-effect control and ±100 the full control effect; nearly all actives have a fitted effect of over 55% in size
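qHTS (up to 57 uM final) was run with 24 h compound exposure of reporter cells at 37 °C. Each well was multiplexed: SteadyGlo luminescence measured ATXN2-luciferase expression after a fluorogenic Gly-Phe-AFC viability readout (25 uM final).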
HT1080NT lethal = qHTS for induction of synthetic lethality in tumor cells producing 2HG: qHTS for the HT-1080-NT fibrosarcoma cell line; Potency, µM (doses to about 46.1 µM), without a hit: top-dose activity, negative = less viability, actives largely listed as cytotoxic; HT-1080-NT fibrosarcoma viability, CellTiter-Glo ATP luminescence, 48 h; AID 686970, 2013; 360,000 compounds, 1.6% hits;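 further: NT is the 2HG producing partner of a matched IDH1 knockdown line; potency means the concentration at half of the fitted maximal effect; 0% = DMSO-treated cells and -100% = media-only wells without cells; nearly all actives have a fitted effect of over 55% in size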
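HT-1080-NT; 750 cells/well; 5% FBS RPMI; 48 h compound, 37 degrees C; CellTiter-Glo luminescence; curve fitting and curve-class assignment.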
IL1B secr inh = qHTS for Inhibitors of Inflammasome Signaling: IL-1-beta AlphaLISA Primary Screen; THP-1 LPS/ATP IL-1B secretion, AlphaLISA, 16 h; hits give low values; activity change, % at 57.5 µM; 360,000 compounds, 4.7% hits; in the data active means activity change below about -50%; inconclusive means mostly about -30% to -49%; further: on the % scale 0 is the no-effect control and ±100 the full control effect
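Secreted IL-1B measured by AlphaLISA bead assay after 16 h compound exposure of THP-1 cells; compounds (final up to 57.5 uM) added 1 h before LPS (250 ng/mL) and ATP (1.25 mM) stimulation; lower signal means less secretion.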
SW480 rerep = A quantitative high throughput screen for small molecules that induce DNA re-replication in SW480 colon adenocarcinoma cells. SW480 DNA re-replication, Hoechst DNA content imaging, 48 h. Potency, µM (series often up to 46.1 µM), without a hit: at the highest dose re-replication activation, actives largely listed as activators. 340,000 compounds, 1.8% hits. AID 624297, 2012; further: potency means the concentration at half of the fitted maximal effect; % of control where 0% means no effect; nearly all actives have a fitted effect of over 55% in size
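Image-based read-out: total Hoechst fluorescence of nuclei (405 nm excitation, 500-530 nm emission), with hits raising the fraction of high-intensity nuclei. SW480 colon cells incubated 48 hr with compounds at 37 C.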
KB-3-1 cytotox = qHTS assay for MDR1-selective chemotherapeutics: Primary screen using the parental adenocarcinoma cell KB-3-1; AID 1347075, 2019; Potency, µM (highest dose often 46.1 µM), inactives show at the highest dose activity change, negative = cytotoxic, most hits filed as cytotoxic; KB-3-1 viability, CellTiter-Glo ATP luminescence, 72 h; 400,000 compounds, 1.4% hits; further: potency means the concentration at half of the fitted maximal effect; on the % scale 0 is the no-effect control and ±100 the full control effect; nearly all actives have a fitted effect of over 60% in size
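Parental KB-3-1 viability, qHTS format: 72 h compound exposure, 37 °C; CellTiter-Glo; media-only wells and DMSO plates as controls; concentration-effect fits on corrected data.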
S2 tox = Viability Counterscreen for Primary qHTS for Inhibitors of ATXN expression; S2 cells (HEK-293 line with an ATXN2-luciferase reporter) viability, CellTiter-Fluor protease fluorescence, 24 h; Potency, µM (top dose mostly 56.7 µM), usual class: cytotoxic; 400,000 compounds, 0.49% hits; further: potency means the concentration at half of the fitted maximal effect; nearly all actives have a fitted effect of over 40% in size
The depositor's hits bear a star; i = inactive; ? = inconclusive; . = not tested or not shown; [ ] = dose if it differs, or a comment. Unless noted, the call rests on the fitted dose curve; in most records, active means well fitted curve in the direction sought with a large enough effect; inconclusive means small, poorly fitted or top-dose-only effect, or another doubt; inactive means no such curve, though single readings can be large; an effect the other way counts as inactive or inconclusive. Hits appear at their usual frequency, and some 8.9% of all compounds hit somewhere here.

SMILES	MCF10A rerep	HepG2 viability	HT1080 IDH1KD tx	ATXN2 expr inh	HT1080NT lethal	IL1B secr inh	SW480 rerep	KB-3-1 cytotox	S2 tox
S=c1[nH]nc(-c2cccnc2)n1/N=C/C(Cl)=C\c1ccccc1	13µM*	-25%	3%	35%[activator]	6%	?	?	?	i
COc1cccc(/C=N/NC(=O)C(=O)NCc2cccnc2)c1OC	?	-1%	4%	-11%	13%	0	-7%	3%	i
NC(=S)NN=C1CCCCCCCC1	-7%	-22%	-1%	-30%	-2%	-4	-5%	18µM*	?
CCN(c1ccccc1)S(=O)(=O)c1ccc(Cl)c(NC(=O)CSc2nnc(C)s2)c1	5%	-18%	-2%	.	-6%	4	-2%	2%	i
Cc1cccc(NC(=O)CSc2nc3c([nH]c4ccccc43)c(=O)n2-c2cc(C)cc(C)c2)c1	.	-42%	.	-3%	.	.	.	9%	i
COc1ccc(CN2CCC[C@]3(N[C@H](c4ccccc4)[C@@H]4C(=O)N(Cc5ccccc5)C(=O)[C@@H]43)C2=O)cc1	.	-25%	16%	-4%	-1%	-3	.	6%	i
FC(F)(F)c1nc2cc3nc4ccccc4[nH]c3cc2n1	-3%	-3%	-15%	-11%	-24%	24	-2%	7%	?
C[C@@]12C(=O)Nc3cc(Cl)ccc3C(=O)N1[C@H]1c3cc(Cl)ccc3OC[C@@H]1[C@@H]2c1ccccc1	?	-18%	?	-3%	?	-13	?	?	i
O=C(NC1CCCCC1)N(c1ccccc1)c1nnc(-c2cccc([N+](=O)[O-])c2)s1	.	-35%	8%	.	-8%	-6	.	-4%	?
Cc1ccc(C)c(NC(=O)CN(C)C(=O)c2ccc3[nH]c4c(c3c2)CC(C)CC4)c1 (configuration not stated)	16%	-34%	?	-34%	?	-54*	6%	-17%	i
CSc1ccc(C(=O)N2CCC(CCC(=O)NCc3ccc(F)cc3)CC2)cc1	4%	-3%	14%	-8%	14%	14	-2%	-7%	i
CN(C)/C=C/c1onc(-c2c(Cl)cccc2Cl)c1C#N	13%	5%	-23%	.	-22%	0	5%	-5%	i
O=S(=O)(c1ccc(SCCOc2cccc(Br)c2)nc1)N1CCCC1	?	-5%	-8%	-11%	-1%	-2	28%	-9%	i
O=C(N/N=C/c1ccco1)c1cc(-c2ccc(Br)s2)[nH]n1	16%	-50%	-18%	-9%	-20%	?	-5%	2%	i
O=C(NCc1ccc(Cl)cc1)c1ccc(-c2ccccc2C(F)(F)F)o1	23µM*	-59%	-4%	-17%	14%	-15	0%	-19%	i
Cc1cccc(C)c1OCC(=O)NCc1nnc(SCC(=O)NC2CCCCC2C)n1C (configuration not stated)	5%	-11%	12%	1%	5%	5	0%	3%	?
Nc1sc(-c2ccccc2)c(Cc2ccccc2)c1C(=O)O	4%	-13%	3%	0%	6%	-3	3%	1%	i
O=C(COc1ccc2ccccc2c1Br)N1CCOCC1	5%	0%	1%	33%[activator]	0%	-1	4%	17%	i
CCOC(=O)c1c(-c2ccc(OC)cc2)csc1/N=C/N(C)C	9%	-47%	-1%	-14%	-1%	i	-4%	?	i
CCCCc1nnc(SCC(=O)Nc2nccs2)n1CC	-9%	7%	2%	2%	7%	15	4%	7%	i
CC1CC(=O)Nc2ccccc2N1C(=O)CSc1ncnc2sccc12 (configuration not stated)	-8%	5%	9%	5%	1%	4	-3%	28%	i
Cc1ccc(S(=O)(=O)Nc2ccc(S(=O)(=O)NC(C)(C)C)cc2)cc1	0%	-22%	3%	-2%	-6%	-14	-2%	?	i
O=C(Cn1cnc2c(nnn2Cc2ccccc2F)c1=O)OCc1ccccc1	0%	-6%	-2%	3%	-6%	22	-4%	6%	i
CC(=O)Nc1ccc2c(c1)nc1n2CCN(C2CCCCC2)C1	7%	5%	22%	2%	17%	14	-8%	9%	i
CCCCOc1ccc(C(=O)N(CC)CC(=O)NCc2cccs2)cc1	?	0%	-12%	-6%	-1%	-3	6%	?	i

Two compounds from above, limited to ATXN2 expr inh:
smiles,ATXN2 expr inh
O=S(=O)(c1ccc(SCCOc2cccc(Br)c2)nc1)N1CCCC1,-11%
O=C(N/N=C/c1ccco1)c1cc(-c2ccc(Br)s2)[nH]n1,-9%

Back to the main list; the 2 compounds before the break are reprinted first.
SMILES	MCF10A rerep	HepG2 viability	HT1080 IDH1KD tx	ATXN2 expr inh	HT1080NT lethal	IL1B secr inh	SW480 rerep	KB-3-1 cytotox	S2 tox
CC(=O)Nc1ccc2c(c1)nc1n2CCN(C2CCCCC2)C1	7%	5%	22%	2%	17%	14	-8%	9%	i
CCCCOc1ccc(C(=O)N(CC)CC(=O)NCc2cccs2)cc1	?	0%	-12%	-6%	-1%	-3	6%	?	i
CCOCCCNC(=S)NNC(=O)CCn1nc(C)c(Br)c1C	0%	7%	2.5µM*	-7%	0.89µM*	0	?	0%	i
COc1ccc(C(=O)N2CCN(C(=O)CC(C)C)CC2)cc1OC	-16%	8%	4%	8%	9%	0	-9%	0%	i
Cc1ccccc1NCC(=O)N/N=C/c1c(C)c(C(=O)c2ccc(Cl)cc2)n2ccccc12	?	-27%	5%	-2%	-3%	0	.	?	?
O=C(NNC(=O)c1cccc2ccccc12)c1ccccc1O	-41%[inhibitor]	-2%	?	?	-11%	83	7.3µM*	?	i
O=C1NCCCC1C(=O)N1CCN(C(=O)c2ccco2)CC1 (configuration not stated)	-2%	-2%	-5%	3%	3%	3	-8%	7%	?
Cc1ccc(C(=O)COC(=O)C2CC(=O)N(c3nc(-c4ccccc4)cs3)C2)cc1 (configuration not stated)	0%	-34%	1%	10%	-2%	25	-2%	20%	i
Cc1cn(C2CCCCC2)c(=O)[nH]c1=O	22%	-9%	-2%	2%	-1%	-9	2%	.	i
CCOC(=O)c1sc2nc(NC(=O)COc3ccccc3)sc2c1C	?	-1%	7%	-1%	18%	-2	-10%	7%	i
COc1cc(/C=C2/CCc3ccccc3C2=O)cc(OC)c1OC	18µM*	-8%	-23%	-22%	-17%	-99*	?	?	i
CC(OC(=O)C1CC1C)C(=O)Nc1ncc(Cl)cc1Cl (configuration not stated)	?	-3%	3%	8%	17%	4	-328%[inhibitor]	-1%	i
COc1cc(-c2noc(-c3ccco3)n2)cc(OC)c1OC	?	-22%	0%	17%	24%	-8	-4%	-8%	i
Cc1c(-c2ccc(Br)cc2)nc2ccccn12	?	-30%	-20%	73%[activator]	?	-81*	-4%	0%	i
COc1ccc(CNC(=O)C(=O)NCC(c2cccnc2)N2CCN(c3ccccc3)CC2)cc1 (configuration not stated)	.	-2%	.	-22%	.	.	.	?	i
Cc1ccc(NS(=O)(=O)c2ccc(F)cc2)nc1	-1%	-17%	-1%	.	-3%	4	-3%	-6%	i
COc1ccc(CCC(=O)NCc2ccc3c(c2)OCO3)cc1	?	-15%	0%	7%	0%	9	-6%	-2%	i
Oc1ccccc1C1OCC2(CO1)COC(c1ccccc1O)OC2 (configuration not stated)	5%	-30%	-9%	7%	0%	30	-2%	?	i
CC1(C)SC2C(C(=O)O)N=C(Cc3ccccc3)N2C1C(=O)O (configuration not stated)	-29%	21%	10%	-4%	7%	19	-8%	?	i
Cc1ccccc1C(OCC(O)CN1CCN(CCO)CC1)c1ccccc1 (configuration not stated)	-1%	-14%	-13%	-13%	-5%	?	-10%	-3%	i
COc1ccc(CCN2C(=O)COc3ccccc3C2C(=O)Nc2c(C)cccc2C)cc1OC (configuration not stated)	.	.	9%	18%	9%	32	.	8%	i
Cc1ccc2oc(-c3ccco3)cc(=O)c2c1	-4%	11%	-7%	82%[activator]	1%	-8	-2%	10%	i
CC[C@@]1(C(=O)OC)N[C@H](CN(C)C(=O)Nc2ccc(C(F)(F)F)cc2)[C@@H]2C(=O)N(C)C(=O)[C@@H]21	3%	-3%	9%	5%	9%	16	-3%	10%	i
Nc1nc2ccccc2n1/N=C/c1ccc([N+](=O)[O-])s1	6%	-41%	?	?	-15%	-15	?	-26%	i
Cc1ccc(S(=O)(=O)N2CCCC2C(=O)OCc2nc3sc(C)c(C)c3c(=O)[nH]2)cc1 (configuration not stated)	0%	4%	1%	-11%	5%	-5	-9%	23%	i
CC(=NNC(=O)CCC(=O)Nc1ccccc1Cl)c1ccco1	-19%	-16%	5%	4%	10%	-2	-19%	0%	i
COc1cc(OC)c2c(C)c(CC(=O)N3CCCCC3)c(=O)oc2c1	.	-3%	.	-6%	.	.	.	1%	i

Entries shown so far with a nitro group on carbon:
SMILES	MCF10A rerep	HepG2 viability	HT1080 IDH1KD tx	ATXN2 expr inh	HT1080NT lethal	IL1B secr inh	SW480 rerep	KB-3-1 cytotox	S2 tox
O=C(NC1CCCCC1)N(c1ccccc1)c1nnc(-c2cccc([N+](=O)[O-])c2)s1	.	-35%	8%	.	-8%	-6	.	-4%	?
Nc1nc2ccccc2n1/N=C/c1ccc([N+](=O)[O-])s1	6%	-41%	?	?	-15%	-15	?	-26%	i

High-throughput results deposited in PubChem by National Center for Advancing Translational Sciences (NCATS).
